Screens deposited in PubChem BioAssay by National Center for Advancing Translational Sciences (NCATS).
12-LOX inh = Primary qHTS assay for inhibitors of human arachidonate 12S-lipoxygenase (ALOX12): Round 2 | hit rate 1.1% among 580,000 | AID 1671190, 2021 | Potency, µM (top dose mostly 108 µM), for inactives: at the highest dose activity change, negative = inhibition, usual class: inhibitors | Polyunsaturated fatty acid lipoxygenase ALOX12 (Homo sapiens), P18054 | purified 12hLO, xylenol orange hydroperoxide absorbance; note: potency is the fitted concentration of half-maximal effect; % is set by controls: 0 for no effect and ±100 for the full control effect
Target sequence (P18054 whole entry, looked up): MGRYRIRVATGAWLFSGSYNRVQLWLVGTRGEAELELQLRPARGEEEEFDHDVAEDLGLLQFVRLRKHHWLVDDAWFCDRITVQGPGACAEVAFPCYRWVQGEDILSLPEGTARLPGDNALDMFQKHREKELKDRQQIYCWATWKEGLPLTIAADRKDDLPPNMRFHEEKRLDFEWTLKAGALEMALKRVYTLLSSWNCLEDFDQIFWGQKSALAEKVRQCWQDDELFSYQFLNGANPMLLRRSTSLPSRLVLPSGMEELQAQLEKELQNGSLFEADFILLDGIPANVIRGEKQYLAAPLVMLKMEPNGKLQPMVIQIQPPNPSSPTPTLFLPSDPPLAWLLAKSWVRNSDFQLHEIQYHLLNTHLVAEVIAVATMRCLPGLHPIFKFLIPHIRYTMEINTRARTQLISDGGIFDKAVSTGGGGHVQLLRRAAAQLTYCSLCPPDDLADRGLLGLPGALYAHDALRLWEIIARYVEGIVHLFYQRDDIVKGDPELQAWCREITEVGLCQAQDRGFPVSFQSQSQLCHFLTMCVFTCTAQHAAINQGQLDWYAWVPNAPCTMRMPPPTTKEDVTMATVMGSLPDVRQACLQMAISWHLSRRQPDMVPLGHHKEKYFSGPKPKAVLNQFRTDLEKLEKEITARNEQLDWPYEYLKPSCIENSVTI
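Purified human 12hLO (150 nM final) in 25 mM Hepes, 0.01% Triton X-100, pH 7.0 was preincubated 15 min at room temperature with compound. Then 40 uM arachidonic acid was added, 30 min. Hydroperoxide was read by Fe-XO absorbance ratio 573/405 nm.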
D2 ag = HTS Assay for Allosteric Agonists of the Human D2 Dopamine Receptor: Primary Screen for Agonists | D(2) dopamine receptor (Homo sapiens), P14416 | HEK293 T-REx D2 cells, calcium flux agonist mode | activation, % at 2 µM | hit rate 0.53% among 340,000;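 active = activation over 3 SD above normal in the single-dose calcium agonist read, cut at about 30% in these data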; note: 0% is about no effect
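Calcium-flux readout, 1 cycle/sec over 180 s following compound pin transfer, in inducible HEK293 Trex D2 cells (force-coupled); dopamine controls included. Positive calcium responses during this window marked compounds as potential agonists.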
D2 antag = HTS Assay for Allosteric Antagonists of the Human D2 Dopamine Receptor: Primary Screen for Antagonists. hit rate 2% among 340,000. D(2) dopamine receptor (Homo sapiens), P14416. AID 485344, 2010. HEK293 TREx D2 cells, calcium flux, dopamine EC80. inhibition, % at 10 µM; in the data active = inhibition above about 30%; note: 0% is about no effect
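Read-out: kinetic calcium fluorescence (1 cycle/s) in inducible HEK293 T-REx D2 cells after an EC80 dopamine addition that followed 180 s compound preincubation. Loss of the dopamine response indicates antagonism.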
ERG-DNA inh = qHTS for Small Molecule Inhibitors of the ERG Ets/DNA interaction. hit rate 0.028% among 370,000. Potency, µM (doses to about 76.9 µM), without a hit: at the highest dose FP activity, negative = inhibition, usual class: inhibitors. fluorescence polarization, His-ERG Ets domain / labelled DNA. AID 624246, 2012. Transcriptional regulator ERG (Homo sapiens), P11308; active = well fitted inhibition curve with a large enough effect in the polarisation, with a control signal flat; inconclusive = small, poorly fitted or top-dose-only effect, or effect the other way, or a change in a side signal; inactive = no such curve, though single readings can be large or run the other way; the % refers to the polarisation;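 note: polarization taken with two DNA probes labelled with fluorescein and Texas red; potency is the fitted concentration of half-maximal effect; % of control where 0% means no effect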
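His-tagged ERG Ets domain (1 uM in the protein solution; 300mM KCl, 50mM Tris-HCl, 1mM EDTA, 1mM DTT, pH 7.5) received compound, then a probe mix of 5 nM fluorescein-DNA and 100nM Texas-615-DNA. Fluorescence polarization was read for both dyes.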
Glioma ERSR ind = qHTS for Inducers of the Endoplasmic Reticulum Stress Response (ERSR) in Human Glioma: qHTS; U87-MG GRP78 promoter luciferase reporter, 16 h; Potency, µM, inactives show top-dose activation, actives largely listed as activators; hit rate 0.02% among 420,000; AID 602332, 2012; note: potency is the fitted concentration of half-maximal effect; series mostly up to about 76 µM; % of control where 0% means no effect; nearly all actives have a fitted effect of over 35% in size
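ERSR induction read as luciferase luminescence (Bright-Glo, 10 min at room temperature) in stably transfected human U87-MG glioma cells exposed to compounds for 16 h, using GRP78 as sensor.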
LDHA block = qHTS assay for inhibitors of human lactate dehydrogenase | L-lactate dehydrogenase A chain (Homo sapiens), P00338 | purified LDHA, NADH/diaphorase-resazurin fluorescence; active compounds read low | activity change, % (values are at about 110 or 230 µM) | hit rate 0.15% among 480,000 | AID 1347041, 2019; in the data active = activity change below about -30%; inconclusive = mostly about -25% to -30%;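 note: plate controls were DMSO wells for no effect and wells without enzyme for full effect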
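Remaining NADH was detected by diaphorase (0.133 mg/mL) converting 37 µM resazurin to fluorescent resorufin, read at 0 and 20 minutes. The preceding 5-minute room-temperature reaction used 2 nM LDHA, 0.2 mM sodium pyruvate and 0.06 mM NADH at pH 7.4.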
Vif-A3G inh = qHTS for Inhibitors of Vif-A3G Interactions: qHTS. hit rate 0.076% among 410,000. HeLa A3G-eYFP + Vif (tagged APOBEC3G with the HIV-1 protein that degrades it), YFP fluorescence, overnight. DNA dC->dU-editing enzyme APOBEC-3G (Homo sapiens), Q9HC16. AID 602310, 2012. Potency, µM (titrated, usually from 46.1 µM), without a hit: top-dose activity, negative = active, most hits filed as inhibitors;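 note: potency is the fitted concentration of half-maximal effect; % is set by controls: 0 for no effect and ±100 for the full control effect; nearly all actives have a fitted effect of over 60% in size; hits raise eYFP signal because A3G escapes Vif-driven loss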
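HeLa cells stably expressing Vif and C-terminally eYFP-tagged A3G, seeded overnight at 37 deg C, then exposed to compound by pintool overnight at 37 deg C. Rise in yellow fluorescence (Ex 488/Em 500-530, Acumen) marks blocked Vif-driven A3G degradation.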
RGS4 inhibitor = Inhibitors of Regulator of G Protein Signaling (RGS) 4: qHTS | Potency, µM (series often up to 114 µM), without a hit: at the top dose activity change, negative = inhibition, actives largely listed as inhibitors | hit rate 0.039% among 390,000 | Regulator of G-protein signaling 4 (Homo sapiens), P49798 | Transcreener GDP fluorescence polarization, RGS4-accelerated GTP hydrolysis | AID 504845, 2011; note: potency is the fitted concentration of half-maximal effect; % is set by controls: 0 for no effect and ±100 for the full control effect; nearly all actives have a fitted effect of over 75% in size; some results filed as inactive show a strong effect at the top dose
Target sequence (P49798 whole entry, looked up): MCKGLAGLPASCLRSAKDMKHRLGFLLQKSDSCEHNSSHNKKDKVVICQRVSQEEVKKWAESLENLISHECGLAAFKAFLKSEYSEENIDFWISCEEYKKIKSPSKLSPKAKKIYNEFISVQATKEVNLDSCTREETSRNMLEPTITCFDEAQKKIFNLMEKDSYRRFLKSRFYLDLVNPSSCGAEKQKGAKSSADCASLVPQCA
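MLSMR compounds (23 nl, pin-transferred) preincubated 10 min at room temperature with a 500nM (2x) first reagent, then RGS4 at 900nM (2x) plus Transcreener GDP mix added; fluorescence polarization (620/688 nm) read before and after 90 min at 30 °C.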
Vif-APOBEC3F blk = qHTS for Inhibitors of Vif-A3F Interactions: qHTS; HeLa A3F-eYFP + Vif (tagged APOBEC3F with the HIV-1 protein that degrades it), YFP fluorescence increase; Potency, µM (top dose mostly 46.1 µM), without a hit: at the top dose activity, negative = active; hit rate 0.2% among 390,000; note: potency is the fitted concentration of half-maximal effect; % of control where 0% means no effect; nearly all actives have a fitted effect of over 65% in size
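HeLa cells stably expressing Vif plus C-terminally eYFP-tagged A3F were seeded, incubated overnight at 37 deg C, dosed with compound, incubated overnight again at 37 deg C. Yellow fluorescence (Ex 488/Em 500-530) reported blocked Vif-mediated A3F-eYFP degradation.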
Active calls of the source: *; ? = inconclusive; / = not tested or not shown; [ ] = remark or other dose. Unless noted, calls come from the whole dose curve; as a rule, active = well fitted curve in the direction sought with a large enough effect; inconclusive = small, poorly fitted or top-dose-only effect, or another doubt; inactive = no such curve, though single readings can be large; an effect the other way counts as inactive or inconclusive. Only part of the results is shown. The share of hits here may be higher or lower than overall.

SMILES | 12-LOX inh | D2 ag | D2 antag | ERG-DNA inh | Glioma ERSR ind | LDHA block | Vif-A3G inh | RGS4 inhibitor | Vif-APOBEC3F blk
COc1ccc(NC2=CC(=O)CC(c3ccccc3)C2)cc1 (centres undefined) | -3% | -0.7 | -19 | -4% | 4% | -9 | -8% | 26% | -4%
COCCNC(=O)c1cccc(OC2CCN(Cc3ccccc3OCCO)CC2)c1 | / | -1.7 | -1 | 18% | -3% | -2 | -1% | 0% | -10%
S=C(NCc1ccc(Cl)cc1)NC12CC3CC(CC(C3)C1)C2 | ? | -0.4 | -25 | 1% | -3% | 1 | 4% | -13% | 3%
O=C(O)CC1(CC(=O)Nc2ccccc2Br)CCCC1 | 14% | / | / | 2% | -2% | -9 | 2% | 7% | 19%
CCN(CC)S(=O)(=O)c1ccc(N2CCCC2)c(NC(=O)c2c(-c3ccccc3)noc2C)c1 | 0% | -0.8 | -8 | -2% | -1% | 0 | -2% | -34% | 0%
O=[N+]([O-])c1ccc(/C=N/Nc2ncc(-c3ccccc3)cn2)cc1 | -7% | 0.4 | 0 | 12% | -2% | 1 | -3% | ? | 12%
CCCCN(C)CCCNC(=O)CS(=O)Cc1nc(-c2ccc(OC)c(OC)c2)oc1C (centres undefined) | -11% | 0.3 | -3 | -3% | 0% | 0 | 0% | -14% | 2%
C=CCSc1nnc(-c2cnn(-c3ccccc3)c2-n2cccc2)n1C | -13% | 0.0 | 2 | 1% | -5% | -6 | 4% | -25% | -7%
COC(=O)C(C)N(c1ccc(C)cc1)S(=O)(=O)c1c(C)[nH]c(=O)[nH]c1=O (centres undefined) | -1% | 1.4 | 0 | 3% | 1% | 7 | -1% | 2% | 0%
COc1cccc(N2CC(C(=O)N3CCC4(CC3)CC(=O)c3ccccc3O4)CC2=O)c1 (centres undefined) | 11% | -0.1 | 10 | 10% | -2% | -1 | -5% | 6% | 4%
N#CCCNS(=O)(=O)c1ccc(C(=O)OCC2CCCCC2)cc1 | ? | -0.3 | 6 | 6% | -1% | -1 | -5% | 15% | -2%
O=C(C1CC1)N1CCc2cc(Br)cc(S(=O)(=O)N3CCN(c4cccc(C(F)(F)F)c4)CC3)c21 | -22% | / | / | 4% | -3% | -13 | 3% | 5% | -10%
COc1ccc(-c2onc(C)c2C)cc1S(=O)(=O)NCCc1ccccc1 | ? | -0.2 | / | 5% | -1% | -9 | 1% | -1% | -1%
CSCCC(NC(=O)c1ccccc1)C(=O)OCC(=O)Nc1ccc(C)c(Cl)c1 (centres undefined) | ? | -0.6 | -5 | 0% | -4% | 2 | -6% | -72%[56.9 µM] | 7%
CC(=O)Nc1ccc(NC(=O)C2CCN(C(=O)C3CC(=O)N(c4ccc(C)cc4)C3)CC2)cc1 (centres undefined) | 2% | 0.7 | -14 | -12% | -4% | -2 | -5% | 23% | -3%
O=C(NCc1ccco1)c1cc(S(=O)(=O)N2CCOCC2)ccc1Br | 0% | 0.0 | -21 | 0% | -5% | -5 | 1% | -48% | 1%
Cn1cccc1/C=N/NC(=O)c1cccnc1 | 18% | -0.1 | 5 | / | -2% | 1 | 0% | 7% | -1%
O=C(Nc1ccc(F)cc1)C1CCC(N2C(=O)c3ccccc3C2=O)CC1 (centres undefined) | 2% | 0.5 | 26 | / | -3% | -8 | -7% | -17% | 0%
O=C(Nc1cccc(NC(=O)c2ccco2)c1)c1ccc2c(c1)OCO2 | -24% | -0.4 | 5 | 6% | 1% | -1 | -6% | -26% | -3%
Cc1cccc(-n2c(SCc3nc(-c4ccccc4C)no3)nnc2-c2ccccc2)c1 | -10% | -0.1 | / | 1% | -4% | -3 | 0% | -1% | -4%
COc1ccc(S(=O)(=O)N(C)CC(=O)N2CCCCCC2)cc1OC | 13% | 1.7 | -14 | 0% | -1% | -5 | 2% | 10% | 1%
COc1cccc(/C=N/NC(=O)CCc2n[nH]c(=O)[nH]c2=O)c1O | -12% | -0.5 | 20 | 6% | -2% | 12 | -1% | -10% | 8%
O=C(Nc1cccc([N+](=O)[O-])c1)Nn1cnnc1 | 0% | 0.1 | -8 | -4% | -3% | -12 | 2% | -3% | 0%
CCCCN(C(=O)c1c(-c2ccccc2)noc1C)c1c(N)n(CCC)c(=O)[nH]c1=O | 0% | / | / | -7% | -4% | -5 | -4% | -1% | -1%
Cc1ccc(NC(=O)COC(=O)c2ccc(-n3cccn3)cc2)cc1C | 5% | 0.1 | 6 | -1% | -5% | -4 | 0% | 10% | -8%
COc1cccc2sc(NC(=O)c3ccc4c(c3)OCCO4)nc12 | ? | -0.3 | / | 4% | -3% | -17 | 2% | -12% | -9%
Cc1ccc(N2CC(C(=O)Nc3cccnc3)CC2=O)cc1Cl (centres undefined) | 1% | -0.6 | 26 | 1% | -4% | -3 | -8% | -13% | -14%
COc1cc(NC(=O)COc2c(C)cc(C)cc2[N+](=O)[O-])c(OC)cc1Cl | 1% | -1.2 | 15 | -17% | -1% | -5 | 1% | 9% | -11%
O=C(NCc1cccc(F)c1)c1ccc2nc(CCc3ccccc3)oc2c1 | -4% | / | / | 5% | 2% | -2 | 4% | 17% | 5%
COc1ccc(S(=O)(=O)N2CCN(c3cnccn3)CC2)cc1 | -11% | / | / | -7% | -1% | -5 | 1% | 2% | 8%
O=C(CSc1ccccc1)NCc1ccc2c(c1)CCN2C(=O)c1ccc(F)cc1 | -14% | 1.4 | / | -2% | -4% | -14 | 0% | 16% | 12%
COc1ccccc1OCc1ccc(C(=O)N2CCN(C(=O)c3ccco3)CC2)cc1 | -2% | 0.0 | 35* | 1% | 0% | -5 | -4% | -4% | -2%
CC(C)S(=O)(=O)c1csc(NC(=O)Nc2ccc(Cl)cc2)c1 | -55% | 1.9 | 6 | 16% | -4% | -2 | 2% | -4% | -1%
CCN(CC)CCN(C(=O)c1ccc2c(c1)OCCO2)c1nc2cc3c(cc2s1)OCO3 | 0% | -0.4 | -24 | 4% | -1% | 1 | 3% | 8% | 1%
COc1ccc(OC)c(N/C(C)=C/C(=O)c2ccccc2)c1 | ? | 0.5 | 0 | -2% | 5% | 6 | -3% | -22% | -6%
CC(Sc1nnc2c(n1)C1CCC2(C)C1(C)C)C(=O)Nc1ccccc1 (centres undefined) | 15% | 0.2 | 8 | -5% | -4% | -1 | -4% | 4% | -9%
COC(=O)c1ccc(S(=O)(=O)N2CCN(C)CC2)n1C | 0% | -0.1 | 2 | -7% | -6% | -4 | -1% | -7% | 0%
Cc1cc(C)cc(NC(=O)Cn2c(C(F)(F)F)nc3ccccc32)c1 | -19% | / | / | -18% | 1% | -6 | -7% | -15% | -4%
O=c1[nH]c2c(c3c1CCCC3)CCCC2 | 16% | -2.3 | -4 | / | -1% | 0 | 0% | -2% | -4%
COc1ccc(CCNC(=O)/C=C/c2ccc(C)cc2)cc1OC | -8% | -0.5 | -3 | -15% | 1% | -14 | -5% | 13% | -4%
CCOC(=O)CC(=O)NC(C)(C)CCCCC(C)(C)NC(=O)CC(=O)OCC | 10% | 0.5 | -2 | -13% | -2% | -3 | 1% | -8% | 5%
COc1ccc(C(C(=O)NC2CCCC2)N2CCc3ccccc32)cc1 (centres undefined) | ? | 0.1 | -6 | 2% | -4% | 2 | 3% | 0% | -3%
COc1ccc(-c2c3c(=O)n(C)c(=O)n(C)c3cn2C2CCCCC2)cc1 | ? | 0.9 | 8 | / | -3% | -10 | -5% | -13% | -1%
CC1CCC(NC(=O)c2ccc(NC3=NC4CS(=O)(=O)CC4S3)cc2)CC1 (centres undefined) | -8% | 0.0 | -8 | -7% | -5% | -1 | 2% | -24%[56.9 µM] | -5%
Cc1ccc(NCc2cccn2-c2nnc(N3CCC(C(=O)NCCc4ccc(Cl)cc4)CC3)s2)cc1 | -20% | -0.5 | / | 3% | / | 0 | / | -6% | /
CC1=Nc2ccc(C)cc2/C1=C/c1c(N)n2nc(CC(=O)N3CCOCC3)sc2nc1=O | ? | 1.2 | 4 | 0% | 1% | -7 | -7% | -2% | 4%
N#Cc1ccc(NC(=O)c2cc(-c3cccc(Cl)c3)on2)cc1 | -25% | -0.5 | / | -3% | -2% | -11 | 4% | 8% | 0%
CSCCC1C(C#N)=C(N)Oc2n[nH]c(-c3cccs3)c21 (centres undefined) | ? | -0.3 | -5 | 11% | 3% | 7 | -1% | -53% | 3%
O=C(Nc1ccccc1-c1ccccc1)c1ccc(NC(=O)c2ccco2)cc1 | 0% | -1.7 | 2 | -10% | -5% | -4 | -4% | -3% | 1%
